Bioassay records: PubChem BioAssay, several laboratories
Rev-erbA mod: modulates human Rev-erb alpha binding to DNA. activity, % at 10 µM. actives 0.79% (n = 370,000). Rev-erbα–FITC-DNA binding, fluorescence polarization, 90 min. P20393;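 active = activity above about 14%, limit read from the data; passing the limit was not always enough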;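 note: 0% = DMSO wells with 35 nM protein and 100% = DMSO wells with 750 nM protein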
ARFGAP1 inhibitor: rat ARFGAP1 inhibition; Q62848; Arfgap1-stimulated ARF1 GTP hydrolysis, GDP FP detection; inhibition, % at 16.5 µM; actives 0.26% (n = 360,000);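 active = inhibition above a per-plate limit, mean inhibition of low control wells plus 3 SD, cut at about 25% in these data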;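 note: 0% = DMSO wells with enzyme and 100% = wells lacking Arfgap1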
Target sequence (Q62848 1-136 limits assumed): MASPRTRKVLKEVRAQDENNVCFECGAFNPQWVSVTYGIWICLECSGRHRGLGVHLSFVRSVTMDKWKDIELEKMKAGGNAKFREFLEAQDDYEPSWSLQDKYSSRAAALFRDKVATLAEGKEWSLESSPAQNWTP
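Assay system: Rat Arfgap1 GAP domain (His6, aa 1-136), purified enzyme | Buffer or medium: HEPES 25 mM pH 7.5, NaCl 150 mM, MgCl2, DTT | Schedule: GTP hydrolysis reaction 2 h at 25 °C | Signal: FP of antibody-bound GDP Alexa 633 tracer, ex 620/em 688 nm | Measure: Percent inhibition of Arfgap1-stimulated GTP hydrolysis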
PLCb3 inh: blocks human PLC-beta3 enzyme activity | Q01970 | Purified PLC-beta3, fluorogenic substrate, fluorescence | inhibition, % at 12.2 µM | actives 0.18% (n = 370,000); in the data active = inhibition above about 11%;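 note: 0% = median of compound wells on plate and 100% = full blocker control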
ASAP1 GAP inh: blocks human ASAP1-stimulated Arf1 GTP hydrolysis; Q9ULH1; GDP FP detection; inhibition, % at 16.5 µM; actives 0.19% (n = 360,000); in the data active = inhibition above about 25%;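 note: 0% = vehicle with enzyme and substrate and 100% = no enzyme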
Target sequence (Q9ULH1 325-724 limits assumed): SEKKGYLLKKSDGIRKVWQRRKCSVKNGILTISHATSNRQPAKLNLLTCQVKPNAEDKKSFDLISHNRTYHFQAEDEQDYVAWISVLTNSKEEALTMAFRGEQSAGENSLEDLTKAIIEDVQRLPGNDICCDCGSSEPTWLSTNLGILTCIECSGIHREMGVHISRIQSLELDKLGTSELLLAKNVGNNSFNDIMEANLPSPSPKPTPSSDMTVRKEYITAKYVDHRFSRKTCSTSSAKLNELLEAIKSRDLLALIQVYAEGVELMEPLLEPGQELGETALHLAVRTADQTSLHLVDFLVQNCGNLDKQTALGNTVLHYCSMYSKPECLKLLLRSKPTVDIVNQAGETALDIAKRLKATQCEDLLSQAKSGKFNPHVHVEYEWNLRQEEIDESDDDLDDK
PLCg1 inh: PLC-gamma1 (human) inhibition, primary screen; purified PLC-gamma1, fluorogenic substrate, fluorescence; AID 720700; P19174; actives 0.84% (n = 370,000); inhibition, % at 12.2 µM; in the data active = inhibition above about 9.5%
HGIII-sPLA2 inh: Inhibits HGIII-sPLA2 liposome hydrolysis, primary screen. QFRET BODIPY PC-A2 liposome hydrolysis, fluorescence. actives 0.56% (n = 370,000). AID 743126. inhibition, % at 12.2 µM;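 active = inhibition above mean plus 3 SD of compounds lying within the high and low control bounds, cut at about 19% in these data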;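 note: 0% = median of test compound wells and 100% = no enzyme DMSO wells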
UHRF1 binding: UHRF1 methyl-DNA binding inhibition | UHRF1 binding to methylated oligo, TR-FRET | inhibition, % at 4.4 µM | actives 0.75% (n = 370,000); in the data active = inhibition above about 21%;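 note: UHRF1 SRA domain binding a hemimethylated CpG hairpin DNA probe; 0% = median of test compound wells and 100% = reference inhibitor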
proKLK7 act: activators of human kallikrein-7 zymogen; purified proKLK7, EDANS-DABCYL substrate fluorescence; 100% is mature enzyme control, 0% vehicle; activation, % at 7 µM; actives 0.9% (n = 370,000); AID 652039;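 active = activation above the mean of all tested compounds plus 3 SD, computed per campaign excluding outliers beyond control limits, cut at about 13% in these data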
Target sequence (P49862 whole entry, looked up): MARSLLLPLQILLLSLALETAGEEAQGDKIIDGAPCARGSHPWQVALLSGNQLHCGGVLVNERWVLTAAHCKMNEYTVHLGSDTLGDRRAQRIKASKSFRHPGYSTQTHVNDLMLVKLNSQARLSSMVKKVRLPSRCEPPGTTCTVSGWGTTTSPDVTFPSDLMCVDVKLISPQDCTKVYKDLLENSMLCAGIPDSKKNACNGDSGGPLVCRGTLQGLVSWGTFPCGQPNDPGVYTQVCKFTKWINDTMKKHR
Tn7 DDE FP: disrupts Tn7 cyclic peptide binding to fibrin D-Dimer-E complex. actives 0.13% (n = 370,000). inhibition, % at 8.3 µM. FP displacement of FITC-Tn7 peptide from fibrin DD(E); 0% = median of compound wells per plate;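 active = inhibition above the mean of compounds falling within the control limits plus 3 SD of them, cut at about 14% in these data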;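 note: 0% = plate median of compound wells and 100% = 10 µM Aha-Tn7 peptide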
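system = human fibrin DD(E) protein | quantity = DD(E) 2 µM final | medium = Tris/NaCl/CaCl2 buffer, pH 7.8 | also added = labelled Tn7 tracer, 0.1 µM | compound dosing = single point at 8.3 µM | timing = compound with protein 10 min, then 3 h after probe, room temperature | signal = FP measurement | benchmarks = Aha-Tn7 high control | repeats = one replicate per compound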
DDE Tn6 FP inh: DD(E)-Tn6 binding inhibition, primary FP screen | P02675 | actives 0.21% (n = 370,000) | AID 720509 | inhibition, % at 8.3 µM | Fibrin DD(E) TRITC-Tn6 fluorescence polarization displacement;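 active = inhibition above a per-campaign cutoff: mean of compounds within control limits plus 3 SD, cut at about 15% in these data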;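 note: 0% = median of all compound wells on the plate and 100% = blocking peptide control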
The depositor's hits bear a star; . = no result given.

no.	compound	PLCg1 inh	Rev-erbA mod	DDE Tn6 FP inh	HGIII-sPLA2 inh	proKLK7 act	ARFGAP1 inhibitor	Tn7 DDE FP	ASAP1 GAP inh	UHRF1 binding	PLCb3 inh
1	COc1cc(C2NC(=S)NC(c3ccccc3)=C2C(C)=O)ccc1O (stereo unspecified)	1.4	7.2	-2.5	14.3	-0.1	5.7	-0.5	7.3	3.4	-6.1
2	CC1(C)Cc2c(c(-c3ccco3)nc3sc4c(NCCN5CCOCC5)ncnc4c23)CO1	-134.8	-5.9	3.2	-11.2	-15.8	-1.2	-4.4	7.9	4.1	-140.9
3	CCn1ncc(Cl)c1C(=O)NC(=S)Nc1ccccc1Br	-0.1	0.9	-1.9	11.0	-0.7	-9.7	7.2	0.6	0.7	-5.4
4	CN(C)c1c([N+](=O)[O-])ncn1C	1.4	-4.1	-10.4	7.6	-0.7	-5.8	-0.5	-4.7	5.5	3.2
5	O=C(CS(=O)(=O)c1ccc(F)cc1)NCCS(=O)(=O)c1ccccc1	0.1	2.7	-1.6	1.0	-0.1	-6.2	6.4	-11.9	2.4	-0.7
6	OCCNC1=NCCN1	2.2	-1.5	5.0	2.1	-0.2	-0.7	5.2	-0.7	1.7	1.4
7	CCOC(=O)[C@]12CCCCC/C=C\1N(Cc1ccc(OC)cc1)C(=O)[C@H]2CC(=O)NCc1cccc2ccccc12	3.4	1.1	3.1	-7.7	-0.5	.	2.7	.	2.1	5.3
8	Cc1ccc(C)c(NC(=O)CSc2nnc(Cc3cccn3C)n2-c2ccc(F)cc2)c1	-0.9	5.8	-3.8	-22.0	-0.3	-9.3	1.5	8.3	0.7	-13.2
9	CN(C)/C=C/C(=O)c1nn(-c2ccc(F)cc2)ccc1=O	-0.6	-3.1	5.2	-8.4	0.0	-3.5	0.4	-1.3	-0.6	-6.0
10	Cc1cccc(Cl)c1NC(=O)NCCCN1CCOCC1	-1.1	-4.2	2.1	0.3	0.1	-1.5	-2.7	-10.8	-0.4	3.9
11	CS(=O)(=O)Cc1ccc(C(=O)NCC2(N3CCCCC3)CCCCC2)cc1	-4.1	5.3	-5.7	-1.7	-0.4	11.6	-9.2	3.0	0.8	-15.9
12	COc1ccc(CN(Cc2cc3cc(C)ccc3[nH]c2=O)C(=O)N(C)C)cc1	-13.4	1.6	-3.8	2.7	-0.1	-3.5	7.0	1.0	-1.0	-15.5
13	O=C(CN1CCN(C(=O)c2ccco2)CC1)Nc1ccc2c(c1)OCO2	3.3	2.1	-5.4	-2.1	-0.2	6.2	-4.7	0.5	-0.2	2.1
14	COP(=O)(O)C[C@@H]1CCc2cc(C)cc([C@H](CC(C)C)NC(=O)OCc3ccccc3)c2O1	-14.2	1.1	-1.8	-11.8	1.7	.	-0.3	.	4.5	-21.3
15	O=C(NO)c1cc(OCC(F)(F)F)ccc1OCC(F)(F)F	5.3	-2.5	-3.9	-29.6	-0.1	0.5	-13.8	-13.9	1.1	5.1
16	Cc1cc(C(=O)COC(=O)c2ccncc2)c(C)n1Cc1ccco1	-3.2	-11.4	11.6	2.6	0.5	4.0	-0.4	7.4	-0.4	-15.5
17	C[C@H](CO)N1C[C@H](C)[C@@H](CN(C)S(=O)(=O)c2ccccc2)Oc2ccc(NC(=O)Nc3ccc4c(c3)OCO4)cc2C1=O	-1.7	-0.4	-1.6	-36.1	1.2	4.4	-1.5	9.9	-1.6	-3.1
18	COc1ccc(C(=O)Nc2ccc(C3(C#N)CCCC3)cc2)cc1	1.9	-1.7	-3.5	2.7	-0.1	2.9	2.0	-2.7	-2.3	-1.4
19	CCN(CC)c1ccc(NC(=O)CSc2nnc(N)s2)cc1C	0.6	0.5	2.4	-1.2	-0.7	5.1	8.1	-8.8	-1.6	3.2
20	O=C1C2C3c4ccccc4C(c4ccccc43)[C@@H]2C(=O)N1c1cccnc1 (stereo partly specified)	6.1	0.7	0.7	0.6	-0.5	-3.9	4.3	2.4	1.3	4.1
21	Cc1ccccc1NC1=C(C(=O)c2ccccc2)N(C)S(=O)(=O)c2ccccc21	-2.8	4.5	-1.2	3.9	0.3	-9.0	-4.4	-6.9	-2.3	-1.1
22	COc1ccc(N2CC(C(=O)OC(C)C(=O)c3ccccc3)CC2=O)cc1 (stereo unspecified)	-0.7	-3.2	6.6	1.8	0.2	3.7	2.8	2.3	-0.9	3.2
23	O=C(CN1C(=O)CSC1=O)N1CCCCC1	1.3	2.8	1.1	3.3	0.1	-5.8	-5.7	7.6	-2.6	0.1
24	COC(=O)Cc1ccc2oc(-c3cccnc3)nc2c1	-0.3	-6.6	4.0	-5.1	0.0	-11.7	1.3	2.6	-2.2	-10.3
25	COc1ccc(S(=O)(=O)n2cccc2)cc1	-1.1	5.6	3.5	2.1	0.2	2.5	0.8	2.9	23.1*	-8.2
26	CCc1cc2c3c(c1)C1(C(=O)N3C(C)(C)C=C2C)C(C#N)=C(N)Oc2[nH]c(=O)[nH]c(=O)c21 (stereo unspecified)	-3.5	0.9	1.4	10.8	-0.5	13.8	4.5	8.9	-5.4	-1.0
27	Cc1cccc(C)c1Cn1c(C)c(C(=O)NCc2ccc(C#N)cc2)sc1=O	-0.9	-4.6	-4.9	-6.3	0.8	-4.5	5.7	10.6	0.9	-1.7
28	COCCCn1c(SCC(=O)Nc2ccc(C)cc2)nc2ccccc2c1=O	0.5	2.9	-5.1	-0.2	-0.7	-3.3	6.0	-5.9	-1.4	-0.9
29	CCOc1ccc(-n2cc(C(=O)N3CCN(C)CC3)c3cc(OC)c(OC)cc3c2=O)cc1	0.3	0.6	4.5	1.3	1.3	-0.9	-2.0	8.6	-1.5	-1.1
30	COc1cc(NC(=O)c2cc3ccccc3o2)c(OC)cc1Cl	-4.5	16.3	2.8	2.6	-1.2	3.6	4.8	7.0	-0.1	-4.6
31	CN(C)S(=O)(=O)c1ccc(NC(=O)CSc2nc3ccccc3n2-c2ccccc2)cc1	0.6	1.8	-11.4	-21.9	0.2	-1.1	-3.6	-8.1	2.9	-3.9
32	CCOC(=O)c1c(C)[n+]([O-])c2ccc3c(non3O)c12	-0.7	0.2	-1.0	-7.6	-0.3	14.3	-7.8	1.5	-0.8	-2.2
33	CC(=O)OC[C@@H]1CN(Cc2ccccc2)C[C@H](n2cnc3c(N(C)C(C)C)ncnc32)O1	3.6	-2.2	0.0	1.9	0.4	2.7	-6.3	-2.0	1.4	2.2
34	Cn1c(SCc2c(Cl)cccc2Cl)nnc1-c1ccc2nonc2c1	-8.6	-0.5	-7.0	9.4	-0.3	9.7	-3.6	-12.5	1.8	-20.8
35	CCC(=O)Nc1ccc(NC(=O)CSc2nnnn2C(C)C)cc1	-2.6	3.1	-7.1	1.9	-0.2	-4.2	-1.3	-5.7	-0.2	2.0
36	Cc1cc(CN(C)C(=O)c2cc(COc3ccc4ncccc4c3)on2)on1	-2.0	0.1	-1.4	-9.3	-0.1	12.9	-1.7	0.8	-2.9	-6.2

Part of the list above, with each value named:
[34] Cn1c(SCc2c(Cl)cccc2Cl)nnc1-c1ccc2nonc2c1
  PLCg1 inh: -8.6
  Rev-erbA mod: -0.5
  DDE Tn6 FP inh: -7.0
  HGIII-sPLA2 inh: 9.4
  proKLK7 act: -0.3
  ARFGAP1 inhibitor: 9.7
  Tn7 DDE FP: -3.6
  ASAP1 GAP inh: -12.5
  UHRF1 binding: 1.8
  PLCb3 inh: -20.8
[35] CCC(=O)Nc1ccc(NC(=O)CSc2nnnn2C(C)C)cc1
  PLCg1 inh: -2.6
  Rev-erbA mod: 3.1
  DDE Tn6 FP inh: -7.1
  HGIII-sPLA2 inh: 1.9
  proKLK7 act: -0.2
  ARFGAP1 inhibitor: -4.2
  Tn7 DDE FP: -1.3
  ASAP1 GAP inh: -5.7
  UHRF1 binding: -0.2
  PLCb3 inh: 2.0

(continued)
no.	compound	PLCg1 inh	Rev-erbA mod	DDE Tn6 FP inh	HGIII-sPLA2 inh	proKLK7 act	ARFGAP1 inhibitor	Tn7 DDE FP	ASAP1 GAP inh	UHRF1 binding	PLCb3 inh
37	Cc1ccc(OCc2nnc(SCC(N)=O)n2N)cc1	0.3	-5.1	5.1	3.3	0.0	1.8	4.2	19.7	-0.5	-6.2
38	CN(C)S(=O)(=O)c1cccc(COc2cccnc2[N+](=O)[O-])c1	1.0	-0.5	4.5	5.0	0.0	-9.4	-3.8	0.7	-0.5	-9.4
39	C=CCNC(=S)N/N=C/c1ccc(-c2cccc([N+](=O)[O-])c2)o1	0.5	-0.3	-0.5	2.2	0.0	0.6	-1.2	7.7	0.9	2.3
40	O=C(NCC1COc2ccccc2O1)c1ccc(NC(=O)c2ccco2)cc1 (stereo unspecified)	0.7	0.0	-3.7	-3.5	-0.1	11.4	4.3	-4.6	2.0	1.3
41	CC(C#N)(NC(=O)CN1CCN(S(=O)(=O)c2ccccc2C#N)CC1)C1CC1 (stereo unspecified)	1.2	-2.5	11.2	-1.1	-0.1	-7.7	-1.7	-3.6	-1.8	-6.7
42	Cc1ccc(SCC(=O)NC(=O)NCc2ccccc2)c(C)c1	-1.5	6.8	-8.9	4.0	-0.3	9.7	-6.3	-7.1	2.4	-2.2
43	COc1ccc(-c2n[nH]c(=S)n2-c2cc(OC)ccc2OC)cc1	0.8	-0.2	-0.6	10.9	-0.2	3.0	-4.7	-3.5	0.8	-7.8
44	COC(=O)c1cc(=O)n(-c2ccc(C(F)(F)F)cc2)[nH]1	-1.9	-5.0	-3.3	-8.7	0.8	-5.7	-2.5	11.1	1.6	-8.3
45	Cc1ccc(NC(=O)Cc2nnc(SCC(=O)NC3CCCC3)n2C)c(C)c1	-0.4	2.0	-6.4	1.4	0.0	-0.5	-2.5	8.0	0.3	-3.0
46	CCOC(=O)c1cc(NC(=O)c2cccnc2)ccc1N1CCOCC1	-3.4	6.9	3.4	1.1	0.3	4.3	-3.6	-0.1	-1.3	-6.3
47	CCN(CC(=O)NC1CCCC1)S(=O)(=O)c1ccc(Br)cc1	-2.7	-1.3	16.5*	-3.0	0.9	4.7	-2.6	14.7	0.6	-5.7
48	CSCCC(NC(=O)OC(C)(C)C)C(=O)NC(CC(C)C)C(N)=O (stereo unspecified)	1.0	1.7	-3.6	0.4	-0.1	10.5	4.8	6.3	-1.1	3.0
